# Screens deposited in PubChem BioAssay by several laboratories.
# XIAP antagonists: XIAP antagonists, biochemical, IAP family, fluorescence polarization (AID 1018). one-dose displacement, % at 20 µM; IC50 in µM for titrated hits. XIAP BIR domain, fluorescence polarization peptide displacement; higher % means a stronger effect. 200,000 tested, 0.007% active; in the data active = displacement above about 50%; note: a part of the inactive calls stands beside numbers as strong as those of hits
# TNAP activators: stimulation of alkaline phosphatase TNAP activity – biochemical, luminescent, no phosphate acceptor, uHTS, primary screen (AID 1001); 200,000 tested, 0.03% active; activation fold at 20 µM, or EC50 in µM where a hit was titrated; purified TNAP, luminescent activation assay, no phosphate acceptor; higher activation fold means a stronger effect; in the data active = activation fold from about 3, or a potency from the dose series; inactive = the rest, 99 in 100 with activation fold below about 1.6; note: many of its hits are not listed in these tables
# Siah-1 displacement: blockers of Siah-1 interaction with plectin peptide – biochemical, fluorescence polarization, rhodamine-plectin, uHTS, primary screen (AID 1817). Siah-1 / rhodamine-plectin peptide fluorescence polarization; higher % means a stronger effect. one-dose displacement, % at 20 µM; IC50 in µM for titrated hits. 290,000 tested, 0.02% active;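 active = displacement of at least 50% at 20 µM, with a fluorescence ratio check between 0.3 and a set limit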;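 note: plate controls were Siah plus tracer with DMSO for no effect and tracer alone without Siah for full effect; strong numbers were not always called active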
# UTI89 phage lysis: protection from phage-mediated lysis, alamar blue read-out – E. coli UTI89, K1F phage, bacterial capsule biogenesis inhibitors (AID 488966); E. coli UTI89 K1F phage lysis, alamar blue, 2 h; higher % means a stronger effect; 340,000 tested, 0.02% active; inhibition, % at 100 µM; hits with a dose series show IC50 in µM;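 active = phage lysis inhibition, versus mean bacterial control, above a set limit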;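 note: capsule biogenesis inhibitors block K1F phage lysis so surviving cells raise fluorescence; higher fluorescence means more inhibition of phage lysis; actives were called in the ten point dose series up to 300 µM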
# M17LAP inhibition: P. falciparum M17LAP inhibitors, primary screen, biochemical, fluorogenic H-Leu-NHMec substrate, 1536-well (AID 1619) | recombinant M17LAP, H-Leu-NHMec fluorogenic kinetic assay; higher % means a stronger effect | inhibition, % at 30 µM, or IC50 in µM where a hit was titrated | 220,000 tested, 0.38% active;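 active = compound inhibiting the enzyme by more than half at any dose during confirmatory dose-response retesting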;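 note: plate controls were full reaction with DMSO carrier for no effect and no enzyme background for full effect; strong numbers were not always called active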
# Hep lipid drop: hepatic lipid droplet formation modulation; 240,000 tested, 0.4% active; inhibition, % at 6.5 µM; AML12 mouse hepatocytes, oleate lipid droplets, BODIPY imaging;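 active = lipid droplet intensity inhibited by at least 50%, with more than 500 cells counted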
#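 Assay system: AML12 hepatocytes (mouse); Probe or stimulus: oleic acid at 100 µM to induce lipid droplet formation; Dosing: compound at 6.5 µM only; Schedule: compound with oleate, overnight; Detection: fluorescence imaging, 20x objective, two fields per well; Measure: % inhibition of lipid droplet signal.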
# PMI inhibitors: MPI enzyme activity inhibition – biochemical, fluorescence intensity, coupled assay, primary screen (AID 1209) | 190,000 tested, 0.42% active | inhibition, % at 20 µM, or IC50 in µM where a hit was titrated | purified PMI enzyme, coupled fluorescence intensity; higher % means a stronger effect;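 note: plate controls were DMSO vehicle for no effect and wells lacking substrate for full effect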
# PMI inhibition: MPI inhibition at elevated mannose 6-phosphate – biochemical, fluorescence intensity, high mannose 6-phosphate, primary screen (AID 1220) | recombinant PMI enzyme, coupled fluorescence intensity; higher % means a stronger effect | one-dose inhibition, % at 20 µM; IC50 in µM for titrated hits | 190,000 tested, 0.66% active
# P. falciparum M1AAP: P. falciparum M1AAP inhibitors, biochemical, fluorogenic H-Leu-NHMec substrate, 1536-well (AID 1445). recombinant M1AAP, H-Leu-NHMec fluorogenic kinetic assay; higher % means a stronger effect. inhibition, % at 30 µM; hits with a dose series show IC50 in µM. 220,000 tested, 0.42% active;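 active = primary inhibition above the hit cutoff, then over 50% inhibition at one or more dose response concentrations, cut at about 23% in these data, passing the limit was not always enough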;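 note: plate controls were DMSO full reaction for no effect and no enzyme background for full effect; strong numbers were not always called active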
# Hep lipid drop cells 6.5 µM: recorded beside Hep lipid drop, whose call it bears; cell count; measured here: cell count, cytotoxicity flag;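 cells counted across two imaged fields per well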
# Active calls of the source: *; · = no result given; [ ] = another dose, or the depositor's remark. Cut-off read from the data, not from the text of the source, unless noted: active = inhibition above about 50%; inactive = the rest.
[1] CCN(C(=O)CSc1nnc2c3ccccc3n(CC)c2n1)C1CCS(=O)(=O)C1 (stereo not given)
[2] CC(=O)c1ccc(-c2nnc(CCC(=O)N(C)Cc3c(C)nc4ccccn34)o2)s1
[3] Cc1ccc(NC(=O)NC2C(NC(=O)Nc3ccc(C)cc3)N(C)C(=O)N2C)cc1 (stereo not given)
[4] CCCCOC(=O)n1c(=O)oc2cc(S(=O)(=O)N3CCCCC3)ccc21
[5] CCOc1ccc2c(c1)C(c1ccc(C)cc1)=NNC(c1ccc(C)cc1)=N2
[6] Cc1ccc(S(=O)(=O)N2CCC(=O)N(C(COCc3cccc(C(F)(F)F)c3)Cc3ccccc3)CC2)cc1 (stereo not given)
assay / compound	1	2	3	4	5	6
XIAP antagonists	-6.4%	-0.5%	-6.5%	-0.3%	1.6%	-4.7%
TNAP activators	1	1	1.1	1.1	1.1	1.1
Siah-1 displacement	-3%	6%	-2%	12%	-6%	7%
UTI89 phage lysis	-5.7%	0.7%	-0.8%	-0.4%	1.5%	0.4%
M17LAP inhibition	26%	1%	-10%	-8%	-3%	-4%
Hep lipid drop	-3	6	0	13	1	-49
Hep lipid drop cells 6.5 µM	658	727	787	655	724	728
PMI inhibitors	11%	8%	10%	13%	2%	14%
PMI inhibition	2%	3%	-5%	9%	2%	16%
P. falciparum M1AAP	6%	0%	4%	6%	1%	6%

[7] COc1cc(OC)c(NS(=O)(=O)c2coc(C(N)=O)c2)cc1Cl
[8] O=C(CCCCn1c(=O)[nH]c2ccsc2c1=O)NCC1CCCO1 (stereo not given)
[9] Cc1noc(C)c1C(=O)NC(C)C1CCCO1 (stereo not given)
[10] CCOC(=O)C1=C(CSc2nc(-c3ccncc3)ccc2C#N)OC(N)=C(C#N)C1c1cccnc1 (stereo not given)
[11] O=C(CSCc1ccc(Cl)cc1)c1ccco1
[12] CC(=O)Nc1ccc(/C=N/NC(=O)CCN2CCN(c3ccccc3)CC2)cc1
assay / compound	7	8	9	10	11	12
XIAP antagonists	-2.2%	2.0%	-6.6%	-7.4%	-4.9%	-10%
TNAP activators	1.1	1.1	1.1	1	1	1.1
Siah-1 displacement	2%	4%	3%	2%	-2%	4%
UTI89 phage lysis	0.4%	0.6%	1.1%	0.4%	·	-0.1%
M17LAP inhibition	9%	-1%	-1%	25%	6%	1%
Hep lipid drop	·	22	1	·	·	21
Hep lipid drop cells 6.5 µM	·	692	734	·	·	688
PMI inhibitors	-2%	-3%	14%	-14%	8%	8%
PMI inhibition	7%	1%	11%	1%	-3%	6%
P. falciparum M1AAP	14%	-2%	4%	16%	-6%	2%

[13] CNC(=O)n1ccc(C(=O)N2CCCCC2)n1
[14] CC(SCC(=O)NC12CC3CC(CC(C3)C1)C2)C(=O)O (stereo not given)
[15] COc1ccc(Cn2nnnc2CN(Cc2cc3cccc(C)c3[nH]c2=O)C2CCCC2)cc1
[16] O=C(Cn1cnc2c(cnn2-c2ccccc2)c1=O)NC1CCCC1
[17] CCOC(=O)c1[nH]c2ccc(OC)cc2c1NC(=O)CCN1CCN(Cc2ccccc2)CC1
[18] CC1(C)CC(=O)c2c(noc2-c2ccccc2)C1
assay / compound	13	14	15	16	17	18
XIAP antagonists	1.9%	-2.8%	-23%	-12%	-5.6%	-3.4%
TNAP activators	1.1	1.1	1	1	1.1	1.2
Siah-1 displacement	1%	18%	3%	2%	-1%	-2%
UTI89 phage lysis	-0.1%	1.3%[50 µM]	-0.1%	0.0%	0.2%	0.3%
M17LAP inhibition	-8%	5%	16%	-1%	-17%	3%
Hep lipid drop	-2	-1	·	-1	·	·
Hep lipid drop cells 6.5 µM	763	649	·	700	·	·
PMI inhibitors	3%	0%	2%	19%	4%	16%
PMI inhibition	1%	-7%	4%	14%	5%	12%
P. falciparum M1AAP	5%	2%	14%	-1%	12%	5%

[19] O=C(COc1ncnc2cc(Cl)ccc12)c1ccccc1
[20] CCOC(=O)c1c(C)nc2sc(C(=O)Nc3ccc(C(C)=O)cc3)c(N)c2c1-c1ccc(OC)cc1
[21] COc1ccc(C2CC(c3ccco3)n3ncnc3N2)cc1 (stereo not given)
[22] O=c1[nH]cnc2c1ncn2[C@H]1CC[C@@H](CO)O1
[23] CCC(C)[C@H](NC(=O)N1CCCCCC1)C(=O)O (stereo not given in full)
[24] O=C1C=C(NC2=CC3OC(c4ccccc4)OCC3OC2=O)CCC1 (stereo not given)
assay / compound	19	20	21	22	23	24
XIAP antagonists	·	2.1%	-5.7%	-4.3%	·	15%
TNAP activators	·	1.1	1.1	1	·	1.1
Siah-1 displacement	-4%	12%	-2%	8%	-5%	-1%
UTI89 phage lysis	-1.4%	0.4%	5.0%	0.7%	0.4%	0.0%[50 µM]
M17LAP inhibition	7%	-29%	-49%	-7%	8%	25%
Hep lipid drop	22	-3	-63	3	-4	-4
Hep lipid drop cells 6.5 µM	674	322	773	676	674	663
PMI inhibitors	·	18%	-21%	-2%	·	0%
PMI inhibition	·	17%	-19%	-7%	·	-6%
P. falciparum M1AAP	-2%	3%	5%	1%	5%	8%

# Quoted at random: 3 entries already listed
[24] O=C1C=C(NC2=CC3OC(c4ccccc4)OCC3OC2=O)CCC1 (stereo not given)
[23] CCC(C)[C@H](NC(=O)N1CCCCCC1)C(=O)O (stereo not given in full)
[19] O=C(COc1ncnc2cc(Cl)ccc12)c1ccccc1
assay / compound	24	23	19
XIAP antagonists	15%	·	·
TNAP activators	1.1	·	·
Siah-1 displacement	-1%	-5%	-4%
UTI89 phage lysis	0.0%[50 µM]	0.4%	-1.4%
M17LAP inhibition	25%	8%	7%
Hep lipid drop	-4	-4	22
Hep lipid drop cells 6.5 µM	663	674	674
PMI inhibitors	0%	·	·
PMI inhibition	-6%	·	·
P. falciparum M1AAP	8%	5%	-2%

# Further entries
[25] CC(O)CNc1nc2c(c(=O)n(Cc3ccc(Cl)c(Cl)c3)c(=O)n2C)n1C (stereo not given)
[26] CCOC(=O)N1CCN(C(=O)c2cccc(OC)c2OC)CC1
[27] CC1CCCN(S(=O)(=O)c2ccc(C(=O)Nc3nnc(-c4ccccn4)o3)cc2)C1 (stereo not given)
[28] CCSc1nnc(NC(=O)CSc2nccn2-c2cccc(C)c2C)s1
[29] C#CCOCCOCCOCCNc1nc(N2CCN(C(=O)[C@H](C(C)C)n3cc(CCO)nn3)CC2)nc(N2CCN(C(=O)[C@H]([C@@H](C)CC)n3cc(CCCN=C(N)N)nn3)CC2)n1
[30] O=C(CCN1C(=O)C2C3C=CC(C3)C2C1=O)Nc1c(F)cc(F)cc1Br (stereo not given)
assay / compound	25	26	27	28	29	30
XIAP antagonists	·	-5.7%	-4.5%	-4.8%	-3.0%	-4.9%
TNAP activators	·	1.1	1.1	1.1	1.1	1.1
Siah-1 displacement	0%	2%	2%	3%	-10%	0%
UTI89 phage lysis	-1.9%	3.7%	-0.3%	·	2.7%	0.8%
M17LAP inhibition	4%	-12%	16%	-5%	10%	28%
Hep lipid drop	16	-2	-13	·	21	2
Hep lipid drop cells 6.5 µM	712	657	715	·	746	719
PMI inhibitors	·	2%	0%	22%	-32%	1%
PMI inhibition	·	6%	-6%	20%	-20%	0%
P. falciparum M1AAP	3%	1%	-10%	10%	3%	-2%

[31] CC(OC(=O)c1cccs1)C(=O)NCc1ccc2c(c1)OCO2 (stereo not given)
[32] CCn1c(SCC(=O)Nc2cccc(C)c2)nc2c(c1=O)SC(C)C2 (stereo not given)
[33] CCN(CC)S(=O)(=O)c1ccc2c3c(cccc13)C(=O)S2
[34] COc1ccc(O)c(C(=O)c2cnn(C(=O)c3cccc(S(=O)(=O)N4CCOCC4)c3)c2)c1
[35] N#Cc1c(SCC(=O)Nc2nccs2)nc2c(c1-c1ccco1)CCCC2
[36] CCCCN1C(=O)c2ccc(C(=O)Nc3cccnc3)cc2C1=O
assay / compound	31	32	33	34	35	36
XIAP antagonists	-7.1%	-0.7%	-8.6%	-6.7%	-6.7%	-12%
TNAP activators	1.1	1.1	1	1.4	1.1	1.1
Siah-1 displacement	2%	-6%	-4%	6%	-8%	-2%
UTI89 phage lysis	-0.5%	-0.5%	-0.2%	0.3%	2.6%	0.1%
M17LAP inhibition	-2%	16%	-1%	2%	-4%	0%
Hep lipid drop	·	21	·	8	-3	-6
Hep lipid drop cells 6.5 µM	·	672	·	555	734	585
PMI inhibitors	-5%	12%	10%	-3%	-5%	16%
PMI inhibition	4%	7%	13%	3%	-27%	21%
P. falciparum M1AAP	-3%	1%	5%	8%	6%	-1%

# Part of the list above in order of molar mass, highest first.
[35] N#Cc1c(SCC(=O)Nc2nccs2)nc2c(c1-c1ccco1)CCCC2
[32] CCn1c(SCC(=O)Nc2cccc(C)c2)nc2c(c1=O)SC(C)C2 (stereo not given)
[36] CCCCN1C(=O)c2ccc(C(=O)Nc3cccnc3)cc2C1=O
assay / compound	35	32	36
XIAP antagonists	-6.7%	-0.7%	-12%
TNAP activators	1.1	1.1	1.1
Siah-1 displacement	-8%	-6%	-2%
UTI89 phage lysis	2.6%	-0.5%	0.1%
M17LAP inhibition	-4%	16%	0%
Hep lipid drop	-3	21	-6
Hep lipid drop cells 6.5 µM	734	672	585
PMI inhibitors	-5%	12%	16%
PMI inhibition	-27%	7%	21%
P. falciparum M1AAP	6%	1%	-1%

# New compounds follow.
[37] Cc1ccc(N(CC(=O)NC(C)(C)C)C(=O)CS(=O)CC(=O)Nc2ccc(F)cc2)cc1 (stereo not given)
[38] CC1(C)C(C=C(Cl)Cl)C1C(=O)Nc1ccc([N+](=O)[O-])cc1 (stereo not given)
[39] COC(=O)C1=C(C)OC(N)=C(C#N)C1c1cc2cccc(C)c2nc1Cl (stereo not given)
[40] C=CCn1c(C(C)NC(=O)CC)nc2ccccc21 (stereo not given)
[41] S=c1[nH]nc2c3c4c(sc3ncn12)CCCC4
[42] Cc1cc(S(=O)(=O)N(Cc2ccc(C(C)C)cc2)CC2CCCO2)ccc1-n1cnnn1 (stereo not given)
[43] Cc1ccc(O)c(NC(=O)c2cccc(NC(=O)c3ccco3)c2)c1
[44] O=C(NCCCN1CCOCC1)c1cc(-c2cccs2)on1
assay / compound	37	38	39	40	41	42	43	44
XIAP antagonists	-8.6%	-5.0%	-6.4%	-2.7%	-1.5%	0.7%	-4.6%	-3.6%
TNAP activators	1.1	1	1.1	1.1	0.4	1	1.1	1.1
Siah-1 displacement	1%	10%	1%	5%	-4%	1%	0%	2%
UTI89 phage lysis	0.2%	·	·	1.2%	-0.9%	1.2%[50 µM]	-1.0%	4.7%
M17LAP inhibition	3%	5%	10%	6%	63%	9%	2%	14%
Hep lipid drop	-2	-4	-9	-8	-1	11	-17	·
Hep lipid drop cells 6.5 µM	687	641	710	717	812	804	761	·
PMI inhibitors	-3%	25%	-4%	8%	40%	3%	-6%	8%
PMI inhibition	-2%	13%	46%	8%	28%	-1%	-5%	4%
P. falciparum M1AAP	5%	7%	9%	1%	-3%	12%	9%	1%
